# PPARg SRC2 recr – PPARgamma-driven SRC-2 recruitment agonism; P37231; PPARgamma LBD-SRC-2 recruitment, biochemical; activation, % at 8 µM; 200,000 tested, 0.34% active; in the data active means activation above about 22%;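 further: 0% = vehicle and 100% = reference agonist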
# Target sequence (P37231 whole entry, looked up, the tested form may be a part): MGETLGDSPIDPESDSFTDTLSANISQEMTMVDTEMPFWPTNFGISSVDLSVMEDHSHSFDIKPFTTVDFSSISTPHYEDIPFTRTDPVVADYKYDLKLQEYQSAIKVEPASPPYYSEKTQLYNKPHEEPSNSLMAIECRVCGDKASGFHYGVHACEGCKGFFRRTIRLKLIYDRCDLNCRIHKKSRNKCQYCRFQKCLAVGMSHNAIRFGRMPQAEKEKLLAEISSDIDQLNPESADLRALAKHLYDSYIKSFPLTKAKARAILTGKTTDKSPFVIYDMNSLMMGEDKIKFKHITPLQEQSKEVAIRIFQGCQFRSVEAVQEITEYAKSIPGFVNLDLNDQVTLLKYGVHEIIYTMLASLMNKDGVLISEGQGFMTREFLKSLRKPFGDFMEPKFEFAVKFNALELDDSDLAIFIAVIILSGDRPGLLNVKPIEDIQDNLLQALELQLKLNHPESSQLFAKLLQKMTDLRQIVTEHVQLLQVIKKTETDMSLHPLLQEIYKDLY
# ROMK mod – modulates human ROMK potassium channel activity. B-score at 10 µM. 130,000 tested, 2% active. Tet-inducible ROMK, thallium flux fluorescence; actives lie on both sides. P48048;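 active means signal ratio slope over the read window, or its plate-corrected B-score, at least 3 SD from the plate mean, either direction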;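 further: B-score of the F/F0 ratio slope over 7 to 12 s after thallium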
# S1P3 antag – antagonists of human S1P3 receptor; 170,000 tested, 0.27% active; Q99500; AID 485; inhibition, % at 4.98 µM; CHO S1P3 NFAT-BLA reporter, FRET fluorescence, antagonist mode;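 active means inhibition above the plate cutoff, the mean inhibition of test wells on that plate plus 3 SD, cut at about 28% in these data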;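 further: cells challenged with S1P at its EC80 of 0.8 µM; blue over green emission ratio from cleaved BLA substrate after 4 h stimulation; 0% = S1P-stimulated wells and 100% = unstimulated DMSO-only wells; some compounds past the cut are filed as inactive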
# G6PDH counter – counter-screen for G6PDH assay hits: L. mesenteroides G6PDH inhibition; Purified L. mesenteroides G6PDH, diaphorase/resazurin coupled fluorescence, 45 min; inhibition, % at 5 µM; 200,000 tested, 0.12% active; AID 1020; in the data active means inhibition above about 50%
# Diaph inh CS – diaphorase inhibition or chemical oxidation counter-screen; AID 1217; inhibition, % at 20 µM; 190,000 tested, 0.69% active; diaphorase resazurin-to-resorufin fluorescence, NADH, 16 min; bacterial (C. kluyveri) enzyme, not human;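 active means primary screen inhibition at 20 µM above a set limit, cut at about 50% in these data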;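 further: plate controls were DMSO with full reaction for no effect and wells lacking NADH for full effect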
#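 material = Clostridium kluyveri diaphorase enzyme | amount = 0.14 U/mL diaphorase, enzyme working solution | schedule = incubation 16 min, room temperature | detection = fluorescence of resorufin formed from resazurin, Ex 544/Em 590 nm | benchmarks = positive control minus NADH, DMSO neutral control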
# PPARg SRC1 recr – PPARgamma-driven SRC-1 recruitment agonism; PPARgamma-SRC-1 coactivator recruitment biochemical assay; activation, % at 8 µM; 200,000 tested, 0.41% active; AID 631; in the data active means activation above about 19%;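 further: 0% = DMSO and 100% = reference agonist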
# TR-FRET SRC-2 ct – flags TR-FRET format artefacts in PPARgamma SRC-2 recruitment agonist screen; TR-FRET artefact counter-screen; hits give high values; TR-FRET ratio at 8 µM; 200,000 tested, 0.4% active; AID 1049; in the data active means TR-FRET ratio above about 2000; further: inactives centre near 1500
# Diaphorase act – counter-screen for diaphorase-based assays: diaphorase activators and chemical reducers | AID 1229 | Diaphorase/resazurin coupled assay, resorufin fluorescence, 16 min; hits give high values; 1 = vehicle wells, 0 = NADH-free wells | activation factor at 20 µM | 190,000 tested, 0.005% active;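 active means diaphorase activity raised at least twofold by the compound at 20 µM; inactive means activation factor below 2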
#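 Material: purified diaphorase enzyme from Clostridium kluyveri; Also added: 0.114 mM NADH and 0.1 mM resazurin, final amounts; Doses: single compound dose of 20 µM, 1% DMSO final; Times: 16 min enzyme reaction, ambient temperature; Detection: resorufin fluorescence, excitation 544 nm, emission 590 nm; Measure: increased resorufin signal from activators or reducing compounds.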
# PMI act hi M6P – activators of human phosphomannose isomerase at near-saturating mannose 6-phosphate. AID 1216. coupled PMI enzyme assay, resazurin fluorescence, 20 min; hits give high values; 1 = untreated enzyme, 0 = substrate-free blank. activation factor at 20 µM. 190,000 tested, 0.34% active;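 active means activation factor of 2 or more at 20 µM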
# Target sequence (P34949 whole entry, looked up): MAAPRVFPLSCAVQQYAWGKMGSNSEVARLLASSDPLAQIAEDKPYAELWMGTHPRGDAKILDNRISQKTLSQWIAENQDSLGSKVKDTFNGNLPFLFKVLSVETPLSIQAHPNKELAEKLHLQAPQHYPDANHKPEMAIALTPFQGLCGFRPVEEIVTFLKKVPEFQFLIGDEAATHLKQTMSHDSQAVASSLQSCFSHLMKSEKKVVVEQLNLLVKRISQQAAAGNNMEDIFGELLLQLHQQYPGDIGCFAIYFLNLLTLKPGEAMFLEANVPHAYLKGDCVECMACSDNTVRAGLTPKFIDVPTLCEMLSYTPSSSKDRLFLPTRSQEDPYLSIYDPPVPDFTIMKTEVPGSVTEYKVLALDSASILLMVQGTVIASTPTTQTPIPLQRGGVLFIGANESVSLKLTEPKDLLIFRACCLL
#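 Material: human phosphomannose isomerase with PGI, G6PDH, diaphorase coupling enzymes / Reagent: Man-6-P substrate 1.0 mM / Dosing: single compound dose of 20 µM, 1% DMSO final / Incubation: enzyme reaction with compound 20 min at room temperature / Signal: resorufin fluorescence (Ex 544/Em 590 nm) from resazurin via diaphorase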
# PMI act – phosphomannose isomerase (human) activation; 190,000 tested, 0.005% active; activation factor at 20 µM; purified human PMI, coupled resazurin fluorescence, 20 min; hits give high values; 1 = vehicle control, 0 substrate-free wells; P34949;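 active means activation factor of 2 or more at 20 µM, relative to plate controls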
# PPARg SRC-3 ag – promotes SRC-3 coactivator recruitment by human PPARgamma. P37231. 200,000 tested, 0.26% active. biochemical PPARgamma/SRC-3 coactivator recruitment assay. AID 731. activation, % at 8 µM; in the data active means activation above about 23%;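 further: 0% = DMSO and 100% = reference agonist; some compounds past the cut are filed as inactive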
# An asterisk follows results filed as active; nt = no result given.
cpd	molecule	PPARg SRC2 recr	TR-FRET SRC-2 ct	PPARg SRC1 recr	Diaphorase act	S1P3 antag	Diaph inh CS	PMI act hi M6P	PPARg SRC-3 ag	PMI act	G6PDH counter	ROMK mod
1	Cc1nn(-c2cc(N3CCOCC3)ccc2[N+](=O)[O-])c(=O)c2ccccc12	6	1481	0	0.9	nt	10	1	-6	0.9	-2	1.6
2	Cc1ccc(C(=O)O/N=C/c2c(Cl)n(C)c3ccccc23)cc1	4	1642	6	0.9	nt	9	0.9	6	1	6	nt
3	COC(=O)c1ccc(Cn2nc(C(F)(F)F)cc2C)cc1	-2	1569	1	1	nt	1	1	-10	1	6	nt
4	CC1CCCN(C(C(=O)Nc2ccc(C(C)C)cc2)c2ccc3c(c2)OCO3)C1 (centres undefined)	1	1440	5	0.8	nt	24	0.9	-1	0.9	-12	nt
5	CC(C)CCN(C)C1CCN(S(=O)(=O)c2ccc(F)cc2)CC1	17	1569	8	0.8	-12	25	0.8	11	0.8	-6	nt
6	Cc1ccccc1NC(=O)CN1C(=O)S/C(=C\c2ccc(-c3cc(C(=O)O)ccc3C)o2)C1=O	3	1687	2	0.3	8	67*	1.3	0	1.4	10	-0.7
7	Cn1c(C(=O)NCc2ccc3c(c2)OCO3)cc2sccc21	-4	1431	2	0.8	5	18	0.9	0	0.9	9	0.099
8	CN(C)Cc1ccccc1Sc1ccccc1Br	1	1493	8	0.9	-3	9	1	2	1.1	-4	-0.1
9	Cn1nnnc1SCC(=O)Nc1cccc(S(=O)(=O)N2CCCC2)c1	4	1519	-4	1	-11	3	1.1	2	1.1	1	-0.77
10	Cn1c(NCc2ccc(Cl)cc2)nc2ccccc21	17	1873	2	1.1	-12	-7	1.1	3	1.1	6	-0.79
11	COC(=O)C1C2C=CC3(CN(C4CCCC4)C(=O)C13)O2 (centres undefined)	2	1414	-2	0.9	-25	6	1.1	8	1.1	4	0.21
12	CCOC(=O)C1=C(C)N2C(=C(C#N)[C@@H]1c1ccc(C(=O)OC)cc1)SC[C@@]2(O)C(C)(C)C	8	1551	3	0.7	-4	25	1.2	0	1	7	nt

# Nos. 10 to 12 of the list above:
cpd	molecule	PPARg SRC2 recr	TR-FRET SRC-2 ct	PPARg SRC1 recr	Diaphorase act	S1P3 antag	Diaph inh CS	PMI act hi M6P	PPARg SRC-3 ag	PMI act	G6PDH counter	ROMK mod
10	Cn1c(NCc2ccc(Cl)cc2)nc2ccccc21	17	1873	2	1.1	-12	-7	1.1	3	1.1	6	-0.79
11	COC(=O)C1C2C=CC3(CN(C4CCCC4)C(=O)C13)O2 (centres undefined)	2	1414	-2	0.9	-25	6	1.1	8	1.1	4	0.21
12	CCOC(=O)C1=C(C)N2C(=C(C#N)[C@@H]1c1ccc(C(=O)OC)cc1)SC[C@@]2(O)C(C)(C)C	8	1551	3	0.7	-4	25	1.2	0	1	7	nt

# (continued)
cpd	molecule	PPARg SRC2 recr	TR-FRET SRC-2 ct	PPARg SRC1 recr	Diaphorase act	S1P3 antag	Diaph inh CS	PMI act hi M6P	PPARg SRC-3 ag	PMI act	G6PDH counter	ROMK mod
13	COc1ccc(/C=C/c2c([N+](=O)[O-])c(=O)n(C)c(=O)n2C)c(OC)c1OC	7	1618	-2	1.1	3	-7	1	-7	1	10	0.28
14	CC1(C)CC(NS(=O)(=O)c2ccccc2)CC(C)(C)N1	5	1437	8	1	0	-2	1	11	1	8	nt
15	CC12CC3CC(C)(C1)CC(C(=O)NC1=NCCS1)(C3)C2	8	1712	1	1.1	nt	-5	1	-2	0.9	17	nt
16	CC1=CC(C)C(C(=O)O)C(C(=O)O)C1 (centres undefined)	1	1510	11	0.9	-4	7	1	6	1	13	nt
17	CC1=Nc2ccccc2/C1=C/c1c(N)n2c(S(=O)(=O)CC(C)C)nsc2nc1=O	3	1634	10	0.9	-8	8	1	2	1.2	3	-1.6
18	COc1ccccc1CNC(=O)C1CCCN(S(=O)(=O)c2cnc[nH]2)C1 (centres undefined)	3	1609	5	0.9	-24	6	1.1	-1	1	-2	nt
19	Cc1nn(-c2ccccc2)c(C)c1N	-2	1536	1	0.9	-18	10	1	0	1	2	0.24
20	CCOC(=O)C1CC(c2ccccc2)=NNC1=O (centres undefined)	-2	1601	2	1	-12	4	1.1	4	1.1	5	0.68
21	O=C(Cc1ccccc1)NCc1ccncc1	6	1603	1	nt	7	nt	nt	0	nt	8	0.38
22	Cc1cccc(NC(=O)NCc2ccc3c(c2)cc(C)n3C)c1	3	1584	0	1.3	nt	-25	1	4	1.1	16	nt
23	CC(=O)C(Cc1cccc(F)c1)(Cc1cccc(F)c1)C(C)=O	0	1444	-2	0.9	12	12	0.9	4	0.9	-3	0.15
24	COc1cccc(OCCNC(=O)c2ccccc2Sc2ccccc2C#N)c1	6	1568	-2	0.9	3	14	1	0	0.9	-4	nt
25	CCOC(=O)C1CCCN(C(=O)c2ccc3c(c2)OCO3)C1 (centres undefined)	0	1596	-2	0.8	-10	18	0.6	9	1	1	nt
26	Cc1cc(C)n(C(=O)CNC(=O)C(c2ccccc2)c2ccccc2)n1	4	1647	9	1	nt	0	1.1	-5	1.1	7	nt
27	CC(/C=N/N1CCN(Cc2ccccc2)CC1)=C\c1ccccc1	-8	1565	-12	0.9	-9	9	0.9	3	0.8	3	nt
28	CC1CC(C)CN(CCOc2ccccc2-c2ccccc2)C1 (centres undefined)	0	1396	2	0.8	-1	23	1	2	0.9	5	-2.1
29	O=C(O)C1CCCCC1C(=O)NCCc1cccc(Cl)c1 (centres undefined)	3	1580	1	1	19	-1	0.9	-16	0.9	12	nt
30	O=C(NCCCN1CCCC1=O)c1ccc(CNS(=O)(=O)c2ccc(F)cc2)cc1	3	1519	0	0.9	6	13	1	3	0.9	-3	nt
31	COc1cc(OC)cc(C(=O)NCc2cc(C)nc3ccccc23)c1	-13	1325	0	0.2	-14	76*	1	-5	0.9	2	1.9
32	COC(=O)c1ccc2c(=O)n(NC(=O)C(c3ccccc3)c3ccccc3)c(=S)[nH]c2c1	7	1338	9	0.9	nt	12	1	0	1	-7	0.74
33	CCOC(=O)N1CCC(c2cc(=O)n3[nH]c(-c4ccccc4)cc3n2)CC1	1	1594	8	0.9	15	6	0.9	6	0.9	-20	nt
34	Cc1cc(C)nc(SCC(=O)Nc2ccc(N3CCOCC3)c(Cl)c2)n1	5	1642	-1	0.8	16	18	1	-4	0.9	-21	nt
35	O=C1CCN(C(=O)/C=C/c2ccccc2)c2ccccc21	12	1613	12	0.9	12	12	0.9	5	0.9	10	0.7
36	Cc1cc(C)n2ncnc2n1	7	1543	2	0.9	nt	15	1	10	0.9	-3	0.84
37	N=C(CC1CC(=O)NC(=O)C1)C1=C(O)CCCC1=O	0	1652	-3	0.9	3	8	0.8	-2	0.8	24	0.26
38	CCn1c2ccccc2c2cc(NC(=O)C(=O)N3CCOCC3)ccc21	4	1437	0	0.7	-1	34	0.5	6	0.7	10	-1.1
39	COc1ccc(Oc2c(C)oc3c(CN(C)C)c(O)ccc3c2=O)cc1	-1	1478	3	1.1	-10	-11	1.1	7	1.1	7	0.45
40	CC(Oc1ccc(Cl)cc1)c1ccnn1S(C)(=O)=O (centres undefined)	12	1413	-1	1.1	nt	-6	1.1	7	1.1	0	0.24
41	CCC(Nc1ccc(OC)cc1)C(=O)N/N=C/c1ccc([N+](=O)[O-])cc1 (centres undefined)	9	1725	9	0.9	19	12	0.8	-1	1	2	-0.075
42	CCc1ccc2c(c1)C(NC(C)=O)C(=O)N2CC (centres undefined)	0	1447	4	0.8	1	21	1.2	4	1	34	nt
43	O=C(NCC1CCCO1)C1c2ccccc2C(=O)N1C1CCCCCCC1 (centres undefined)	-4	1666	0	0.9	0	7	1	8	1	-4	nt
44	CCS(=O)(=O)n1nc(-c2ccco2)nc1SC	3	1756	4	1.1	nt	-12	1.4	8	1	14	-0.32
45	Nc1cc(Cl)ccc1N1CCCC1	3	1509	0	0.8	0	19	0.6	0	1.2	12	1.8
46	CCOc1cc(S(=O)(=O)N2CCCCC2)ccc1Cl	1	1411	-5	0.9	-42	14	0.9	3	0.9	17	-0.43
47	Fc1ccc(Cn2c(SCc3ccc(F)c(F)c3)nnc2C(F)(F)F)cc1	4	1564	5	0.8	nt	23	0.8	7	0.8	6	nt
48	Cc1[nH]c2ccccc2c1C(=O)CSc1ccc(Cl)cc1	0	1539	7	0.9	-14	6	1	0	1	5	0.01
49	Cc1ccc(S(=O)(=O)C(F)(F)F)cc1NC(=O)c1cccnc1	0	1641	-1	1	-17	4	1	-3	1	-4	nt
50	OC(CNC1CCCCC1)COCCOc1ccc(Br)cc1 (centres undefined)	1	1763	5	1	13	0	1.1	6	1.1	2	-4.1*
51	COc1ccc(C(C)(C)C)cc1S(=O)(=O)N1CCC(C(N)=O)CC1	-12	1468	3	0.9	-4	12	1	2	1	0	0.52
52	O=C(Cc1cc(=O)[nH]c(=O)[nH]1)N1CCN(C(=O)c2ccco2)CC1	1	1588	7	1.1	-26	-13	1.1	12	1.1	3	nt
53	COc1ccc(-c2csc(N3C(=O)CNC3=S)n2)cc1	2	1487	-3	0.9	2	7	1	-2	1	-2	nt
54	O=C(O)CSc1cccc[n+]1[O-]	-3	1540	-4	1	nt	-1	1	-2	1	-9	0.18
55	Cc1ccc(N(C(=O)c2ccccc2Cl)C2=NC(C)CS2)c(C)c1 (centres undefined)	1	1568	1	0.9	13	14	0.9	2	0.8	11	0.041
56	O=c1cc(CNc2cc(Cl)ccc2Cl)nc2sccn12	8	1679	4	1.1	-16	-9	1.1	4	1.1	13	-1.6

# Part of the list above, showing only TR-FRET SRC-2 ct, PPARg SRC1 recr and PPARg SRC2 recr:
item	SMILES	TR-FRET SRC-2 ct	PPARg SRC1 recr	PPARg SRC2 recr
31	COc1cc(OC)cc(C(=O)NCc2cc(C)nc3ccccc23)c1	1325	0	-13
32	COC(=O)c1ccc2c(=O)n(NC(=O)C(c3ccccc3)c3ccccc3)c(=S)[nH]c2c1	1338	9	7
33	CCOC(=O)N1CCC(c2cc(=O)n3[nH]c(-c4ccccc4)cc3n2)CC1	1594	8	1
34	Cc1cc(C)nc(SCC(=O)Nc2ccc(N3CCOCC3)c(Cl)c2)n1	1642	-1	5
35	O=C1CCN(C(=O)/C=C/c2ccccc2)c2ccccc21	1613	12	12
36	Cc1cc(C)n2ncnc2n1	1543	2	7

# Screening data as filed in PubChem BioAssay.
